# Assay outcomes: PubChem, National Center for Advancing Translational Sciences (NCATS)
# MLL CXXC-DNA inh – inhibitors of human MLL CXXC domain-DNA interaction; AID 2662; Potency, µM (doses to about 115 µM), for inactives: at the highest dose activity change, negative = inhibition, usual class: inhibitors; Q03164; MLL-CXXC / FITC-HOXA9 DNA fluorescence polarization; 290,000 tested, 0.037% active; active = well fitted inhibition curve with a large enough effect in the polarisation, with a control signal flat, not every such curve was filed as active; inconclusive = small, poorly fitted or top-dose-only effect, or effect the other way, or a change in a side signal; inactive = no such curve, though single readings can be large or run the other way; the % refers to the polarisation; note: potency is the fitted concentration of half-maximal effect
#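 Purified MLL-CXXC (added from a 7 uM solution) was preincubated 5 min at ambient with pinned compounds in 50 mM Tris-HCl pH 7.5, 50 mM NaCl, 1 mM DTT, 0.05% BSA. Fluorescein-labeled HOX-A9 DNA (50 nM solution) followed, 30 min, then polarization read.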
# AT treatment – candidate therapy for ataxia-telangiectasia. […] A-T fibroblasts, KAP-1 phosphorylation AlphaLISA; neocarzinostatin DNA damage 30 min before lysis. Potency, µM (titrated, usually from 57.5 µM), for inactives: top-dose activation, actives largely listed as activators. 320,000 tested, 0.19% active; note: potency is the fitted concentration of half-maximal effect; % of control where 0% means no effect; nearly all actives have a fitted effect of over 45% in size
#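 hTERT-immortalized A-T patient fibroblasts ([…]), 500 cells/well in OPTI-MEM, 1% FBS, got compounds for 60 min, then NCS for 30 min at 37C. Lysates were then assayed for phospho-KAP-1 by AlphaLISA (anti-pKAP1 donor, anti-KAP1 acceptor beads), 6 hr at 25C.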
# TCR activator – activators of T cell receptors. primary human leukocytes, anti-CD3, IL-2 HTRF, 48 h. Potency, µM (titrated, usually from 9.22 µM), inactives show at the highest dose activation of IL-2 secretion, actives largely listed as activators. 330,000 tested, under 10 active; note: % of control where 0% means no effect
#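 Activity was scored as IL-2 release from primary human leukocytes given only a TCR signal (a-CD3 beads) plus compound for 48 hr. Detection used a two-antibody HTRF format read at 665nm.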
# TRPV1 ag – agonists of human vanilloid receptor 1 (TRPV1). TRPV1-expressing cells, Fluo-8 calcium influx, agonist mode. activation, % at 8.33 µM. 320,000 tested, 0.19% active. AID 540275; in the data active = activation above about 80%; inconclusive = between about 30% and that limit; note: 0% is about no effect
#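 Fluo-8 calcium influx in TRPV1-expressing cells, kinetic read (ex 480/em 520 nm). Compound added and read 3 min for agonist activity, followed by capsaicin at EC20 final and 2 min further read for enhancement.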
# B2AR arrestin – beta2AR (human) beta-arrestin recruitment activity | 330,000 tested, 0.02% active | beta-arrestin recruitment to beta2AR, cell-based reporter | P07550 | Potency, µM (top dose mostly 46.1 µM), without a hit: top-dose activation, hits mostly activators;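 note: potency is the fitted concentration of half-maximal effect; 0% = DMSO controls and full agonism = EC100 isoproterenol or metaproterenol; nearly all actives have a fitted effect of over 65% in size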
# BRCA1 expr up – activators of BRCA1 expression; MCF7-BRCA1-FFLuc reporter, luminescence, 48 h; response scale: scaled: vehicle 0%, 10 µM genistein 100%; AID 624202; Potency, µM (titrated, usually from 46.1 µM), inactives show top-dose activation, usual class: activators; 380,000 tested, 1.1% active; note: potency is the fitted concentration of half-maximal effect; nearly all actives have a fitted effect of over 80% in size; some results filed as inactive show a strong effect at the top dose
#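 MCF7-BRCA1-FFLuc, 2000 cells/well; 2 h attach, 37 °C/5% CO2; compound 48 h; luciferase substrate 15 min; luminescence end-point. Norm. to genistein 10 microM max activation and DMSO; concentration-response curves fitted.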
# * marks the source's active call; other numbers are inactive results; ? = inconclusive; . = no result given; & = joins results of further samples. Unless noted, calls come from the whole dose curve; as a rule, active = well fitted curve in the direction sought with a large enough effect; inconclusive = small, poorly fitted or top-dose-only effect, or another doubt; inactive = no such curve, though single readings can be large; an effect the other way counts as inactive or inconclusive. Some of the compounds tested (hit frequency here may not be typical).
# Results follow in this order: MLL CXXC-DNA inh | AT treatment | TCR activator | TRPV1 ag | B2AR arrestin | BRCA1 expr up
> Cc1ccc(C(=O)Nc2ccc(S(=O)(=O)O)c3cc(S(=O)(=O)O)cc(S(=O)(=O)O)c23)cc1NC(=O)c1cccc(NC(=O)Nc2cccc(C(=O)Nc3cc(C(=O)Nc4ccc(S(=O)(=O)O)c5cc(S(=O)(=O)O)cc(S(=O)(=O)O)c45)ccc3C)c2)c1
  7.94µM* | . | . | . | . | 0.0%
> CC(=O)C1(O)Cc2c(O)c3c(c(O)c2C(OC2CC(N)C(O)C(C)O2)C1)C(=O)c1c(O)cccc1C3=O (configuration not stated)
  ? | . | . | . | . | -60.7%
> O=C(Nc1cccc(C(=O)Nc2ccc(S(=O)(=O)O)c3cc(S(=O)(=O)O)cc(S(=O)(=O)O)c23)c1)Nc1cccc(C(=O)Nc2ccc(S(=O)(=O)O)c3cc(S(=O)(=O)O)cc(S(=O)(=O)O)c23)c1
  15.8µM* | . | . | . | . | -7.3%
> CO[C@H]1C[C@@H]2CC[C@@H](C)[C@@](O)(O2)C(=O)C(=O)N2CCCC[C@H]2C(=O)O[C@H]([C@H](C)C[C@@H]2CC[C@@H](O)[C@H](OC)C2)CC(=O)[C@H](C)/C=C(\C)[C@@H](O)[C@@H](OC)C(=O)[C@H](C)C[C@H](C)/C=C/C=C/C=C/1C
  4.3% | . | . | . | . | -63.1%
> Nc1nc(N)c(-c2ccccc2)s1
  7.7% | . | . | . | . | 23.3%
> O=S(c1cc(Cl)cc(Cl)c1O)c1cc(Cl)cc(Cl)c1O
  -0.2% | . | . | . | . | 2.9%
> COc1cc2c(cc1C(F)(F)F)N(C(=O)Nc1cc(F)cc(-c3cccnc3)c1)CC2
  6.3% | . | . | . | . | -35.1%
> Cn1c2cc(B(O)O)sc2c2cnn(Cc3ccc(F)cc3F)c(=O)c21
  . | 3.2% | . | . | -0.4% | .
> O=C(O)c1ccc(S(=O)(=O)N[C@H](Cc2ccc([N+](=O)[O-])cc2)C(=O)O)cc1
  . | -11.7% | . | . | 0.3% | .
> CN(Cc1ccco1)c1ncnc2ccc(-c3cccc(Cl)c3)cc12
  . | -9.9% | . | . | 0.0% | .
> CN1CCOc2ccc(S(=O)(=O)N3CCN(S(=O)(=O)c4c(F)cccc4F)CC3)cc21
  . | 5.1% | . | . | -0.3% | .
> Cc1cccc(-c2ccc3ncnc(NCc4cc(C)cs4)c3c2)c1
  . | -7.4% | . | . | -0.2% | .
> Cc1cccc(CNc2ncnc3ccc(-c4cccc(C)c4)cc23)c1
  . | -5.6% | . | . | -0.2% | .
> O=C(O)c1ccc2c(c1)C(=O)N([C@H](Cc1ccccc1)C(=O)O)C2=O
  . | 9.9% | . | . | -0.3% | .
> COc1ccc(Nc2cc(O)c3ncccc3c2)cc1
  . | -9.0% | . | . | -0.2% | .
> Oc1ccc(CNc2cccc(F)c2F)c2cccnc12
  . | -9.8% | . | . | 0.0% | .
> Cc1cccc(CNc2ncnc3ccc(-c4cccc(Cl)c4)cc23)c1
  . | 5.6% | . | . | -0.8% | .
> CCOC(=O)c1c(/C=N/Nc2ccccc2)c2sc(C)cc2n1C
  . | 4.8% | . | . | 0.4% | .
> Cn1c2cc(B(O)O)sc2c2cnn(Cc3ccccc3F)c(=O)c21
  . | -5.0% | . | . | -0.1% | .
> O=C(O)c1ccc2c(c1)C(=O)N([C@H](Cc1ccc(O)cc1)C(=O)O)C2=O
  . | -6.8% | . | . | -0.4% | .
> O=C(OCC#CCSc1nnc(-c2cccc3ccccc23)s1)c1cccs1
  . | -10.5% | . | . | -0.3% | .
> CN(Cc1ccco1)c1ncnc2ccc(-c3ccc4c(c3)OCCO4)cc12
  . | 4.0% | . | . | 0.0% | .
> O=C(O)c1ccc2c(c1)C(=O)N(CCc1ccc(O)cc1)C2=O
  . | 0.7% | . | . | -0.2% | .
> Oc1ccc(COCc2ccc(F)cc2)c2cccnc12
  . | 1.9% | . | . | ? | .
> O=C(O)c1ccc2c(c1)C(=O)N([C@H](Cc1ccc(-c3ccccc3)cc1)C(=O)O)C2=O
  . | -8.9% | . | . | 0.3% | .
> Cc1csc(CNc2ncnc3ccc(-c4ccc5c(ccn5C)c4)cc23)c1
  . | 7.2% | . | . | -0.3% | .
> C[C@@H](c1ncncc1F)[C@](O)(Cn1cncn1)c1ccc(F)cc1F
  -12.5% | . | . | -0.3 | 0.0% | .
> NC[C@@H]1O[C@H](O[C@H]2[C@@H](O)[C@H](O[C@@H]3[C@@H](O)[C@H](N)C[C@H](N)[C@H]3O[C@H]3O[C@H](CO)[C@@H](O)[C@H](O)[C@H]3N)O[C@@H]2CO)[C@H](N)[C@@H](O)[C@@H]1O
  -3.9% | . | . | -0.8 | -0.1% | .
> C[C@@H]1CN(CCCn2c3ccccc3c3ccccc32)C[C@H](C)N1
  7.3%&0.7% | . | . | 10.6 | -0.2% | .
> O=C(O[C@@H]1Cc2c(O)cc(O)cc2O[C@@H]1c1cc(O)c(O)c(O)c1)c1cc(O)c(O)c(O)c1
  12.3% | . | . | 0.0 | -0.4% | .
> COc1cc(C(=O)NC2CCCNC2)cc(OC)c1OC (configuration not stated)
  13.4% | . | . | -2.7 | 2.8% | .
> CCCCC(=O)N(Cc1ccc(-c2ccccc2-c2nn[nH]n2)cc1)[C@H](C(=O)O)C(C)C
  -1.6% | . | . | -4.9 | -0.3% | .
> O=c1c(-c2ccccc2)c1-c1ccccc1
  15.0%&8.1% | . | . | 19.7 | -0.4% | .
> CNCCCCOc1ccccc1Cc1ccccc1
  0.5%&-5.8% | . | . | 4.8 | -0.4% | .
> COc1cc2nc(N(C)CCCNC(=O)C3CCCO3)nc(N)c2cc1OC (configuration not stated)
  -2.0% | . | . | 2.4 | -0.2% | .
> CO[C@H]1C=CO[C@@]2(C)Oc3c(C)c(O)c4c(O)c(c5c(c4c3C2=O)NC2(CCN(CC(C)C)CC2)N=5)=NC(=O)C(C)=CC=C[C@H](C)[C@H](O)[C@@H](C)[C@@H](O)[C@@H](C)[C@H](OC(C)=O)[C@@H]1C
  6.8% | . | . | 3.2 | -0.2% | .
> CC(=O)NC[C@H]1CN(c2ccc(N3CCOCC3)c(F)c2)C(=O)O1
  -7.5% | . | . | -1.3 | -0.2% | .
> CC(C)OC(=O)CCC/C=C\C[C@@H]1[C@@H](CC[C@@H](O)CCc2ccccc2)[C@H](O)C[C@@H]1O
  -1.3% | . | . | 14.8 | ? | .
> C[C@@H]1CN(c2c(F)c(N)c3c(=O)c(C(=O)O)cn(C4CC4)c3c2F)C[C@H](C)N1
  19.6% | . | . | -5.1 | 0.8% | .
> O=C(O)c1ccc(-c2noc(-c3ccccc3Cl)n2)cc1
  . | . | 0.6% | . | . | 17.9%
> COc1ccc(C(=O)Oc2ccc(C(c3c(C)[nH][nH]c3=O)c3c(C)[nH][nH]c3=O)cc2OC)cc1
  . | . | . | 1.8 | . | 9.7%
> CCN(C(=O)C1CCCN(c2ncnc3onc(-c4ccc(F)cc4)c23)C1)c1ccccc1 (configuration not stated)
  . | . | . | 5.9 | . | 14.1%
> Cc1ccccc1OCCCn1c(CCNC(=O)C2CCCCC2)nc2ccccc21
  . | . | . | 25.2 | . | 0.0%
> Cc1cc(C)c2c(c1)C1C=CCC1C(C(=O)O)N2 (configuration not stated)
  . | . | . | -4.0 | . | 9.7%
> CCCCNC(=O)CSc1nnc(C)c2c(C)n(-c3ccccc3)nc12
  . | . | . | 0.9 | . | -11.6%
> O=C(Nc1cccc2cccnc12)C(Cl)(Cl)Cl
  . | . | . | 2.9 | . | 0.0%
> O=C(O)c1ccc(C(=O)Nc2cccc3cccnc23)cc1
  . | . | . | 1.8 | . | 0.0%
> COc1cc(NS(=O)(=O)c2ccc(C(=O)O)cc2)c2nc(C)ccc2c1
  . | . | . | 6.3 | . | 6.9%
> CCSc1ncc(Cl)c(C(=O)Nc2sc3c(c2C(=O)NCCCOC)CCCC3)n1
  . | . | . | 9.2 | . | 20.0%&-5.6%
> O=C(CI)Nc1cccc2cccnc12
  . | . | . | 3.0 | . | -39.3%

# (more compounds)
# Results follow in this order: MLL CXXC-DNA inh | AT treatment | TCR activator | TRPV1 ag | B2AR arrestin | BRCA1 expr up
> COc1cc(C(=O)Nc2ccccc2-c2nc(-c3ccccc3)no2)cc(OC)c1OC
  . | . | . | 2.6 | . | 1.8%
> O=C(Nc1cccc2cccnc12)c1cccs1
  . | . | . | -0.2 | . | -44.4%
> Cc1ccc2nc(NC(=O)CSc3[nH]c(=O)ncc3C)sc2c1
  . | . | . | -5.2 | . | 19.6%
> O=C(Nc1cccc2cccnc12)c1ccc(Br)cc1
  . | . | . | 14.4 | . | -16.2%
> Cc1ccc(S(=O)(=O)N2CC=C(c3c(C)n(CC(=O)N4CCCC4)c4ccccc34)CC2)cc1C
  . | . | . | -1.6 | . | -8.4%
> COc1ccc(C(=O)N(Cc2ccco2)Cc2cccs2)cc1
  . | . | . | 13.6 | . | -3.6%
> CC1CCc2c(sc(NC(=O)Cc3ccccc3)c2C(=O)Nc2ccc(Cl)cc2)C1 (configuration not stated)
  . | . | . | ? | . | 3.6%
> O=C(Nc1cccc2cccnc12)c1c(Cl)cc(Cl)cc1Cl
  . | . | . | 1.2 | . | -13.3%
> O=C(COC(=O)C12CC3CC(CC(Cl)(C3)C1)C2)NCc1ccco1
  . | . | . | 28.8 | . | 0.0%
> CS(=O)(=O)c1ncc(Cl)c(C(=O)N2CCN(c3cccc(Cl)c3)CC2)n1
  . | . | . | 4.2 | . | 0.0%
> O=C(CCS(=O)(=O)c1nc(-c2cccs2)cc(C(F)(F)F)n1)Nc1cc(Br)ccc1O
  . | . | . | 4.2 | . | -74.9%
> Cc1ccc(C(=O)OC2=C(C(=O)c3ccccc3)N(C)S(=O)(=O)c3ccccc32)cc1
  . | . | . | 3.8 | . | -2.5%
> COc1ccc(Br)cc1C1NC(c2ccc3c(c2)OCO3)=CC(c2cc(Cl)ccc2O)N1 (configuration not stated)
  . | . | . | 5.0 | . | 0.9%
> COc1ccc(S(=O)(=O)N2CCN(c3ccc(F)cc3)CC2)cc1-c1noc(C)n1
  . | . | . | -0.7 | . | 0.0%
> COc1cccc(C(=O)c2sc3nc(-c4ccccc4)cc(C(F)(F)F)c3c2N)c1
  . | . | . | ? | . | -16.2%
> COc1ccc(-c2ccc3c(N)c(C(=O)Nc4cccc(C)c4)sc3n2)cc1
  . | . | . | 4.3 | . | 82.3%
> CC1=C(C(=O)Nc2ccccc2C)C(c2ccc[nH]2)n2ncnc2N1 (configuration not stated)
  . | . | . | 3.2 | . | 1.0%
> CC1(C)OC(=O)C2(Cc3c(F)cccc3N3CCCC32)C(=O)O1 (configuration not stated)
  . | . | . | 10.3 | . | 12.8%
> O=C(O)c1cc(NCc2cc(O)ccc2O)ccc1O
  . | . | . | 2.7 | . | 0.0%
> Cc1ccc(S(=O)(=O)Nc2cccc3ccccc23)cc1
  . | . | . | 17.9 | . | -32.6%
> COc1ccc(S(=O)(=O)Nc2cccc3cccnc23)cc1
  . | . | . | 3.2 | . | -31.7%
